pAkt inh = blocks phosphorylation of Akt | Neuro2A IGF-stimulated pAkt S473 HTRF, 20 min; stronger effect = lower value | activity change, % for hits at 50 µM | actives 0.32% (n = 360,000); in the data active = activity change below about -80%; inconclusive = mostly about -51% to -80%; also: % is scaled to controls: 0 for no effect and ±100 for the full control effect
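Single-point screen (50 µM final compound) in Neuro2A cells stimulated 20 min with 6 nM IGF at 37 deg C. After lysis, Ser473-phosphorylated Akt read by HTRF (ex 330 nm, em 615/665 nm) as the 665/615 ratio.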
D3 antag = antagonists of human D3 dopamine receptor; max response, negative = inhibition, %; P35462; actives 2.5% (n = 360,000); D3R cells, DiscoveRx beta-arrestin luminescence, antagonist mode; stronger effect = lower value; in the data active = max response below about -50%; inconclusive = no clear call, values can overlap the other calls; also: % is scaled to controls: 0 for no effect and ±100 for the full control effect; mostly tested at two doses, the higher about 12 µM
Target sequence (P35462 whole entry, looked up): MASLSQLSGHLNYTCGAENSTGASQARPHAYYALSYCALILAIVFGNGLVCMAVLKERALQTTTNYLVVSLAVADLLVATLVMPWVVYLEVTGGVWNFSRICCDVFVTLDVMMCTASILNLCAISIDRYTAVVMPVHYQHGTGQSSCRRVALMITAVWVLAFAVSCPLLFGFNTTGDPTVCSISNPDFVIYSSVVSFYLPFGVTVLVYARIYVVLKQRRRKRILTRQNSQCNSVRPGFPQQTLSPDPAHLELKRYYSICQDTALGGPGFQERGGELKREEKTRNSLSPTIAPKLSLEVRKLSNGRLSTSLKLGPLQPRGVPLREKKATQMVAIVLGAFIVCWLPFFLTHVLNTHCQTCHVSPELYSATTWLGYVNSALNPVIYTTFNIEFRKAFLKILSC
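Cells expressing the human receptor were seeded at 1500 cells/well, incubated overnight at 37 degrees C in 5% CO2, then exposed to library compounds with dopamine controls for 90 minutes at 37 degrees C before luminescent detection.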
PTHR1 ag = PTHR1 (human) receptor agonism; HEK293 GP2 PTHR1 cells, GloSensor cAMP luminescence, 1 h; Q03431; Potency, µM (highest dose often 115 µM), inactives show at the top dose activation, usual class: activators; actives 0.075% (n = 410,000); also: potency is read from the fitted curve at half-maximal effect; nearly all actives have a fitted effect of over 55% in size; some results filed as inactive show a strong effect at the top dose; inactives centre near -15; many of its hits are not listed in these tables
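HEK-293-derived GP2 cells expressing PTHR1 and a GloSensor cAMP reporter, 3,000/well, plated overnight, given luciferin plus IBMX (each 0.5 mM as added) for 1 h at 37 °C, then compound for 1 h at 37 °C. Luminescence was read after 15 min at room temperature.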
TDP43 rescue = TDP-43 toxicity inhibition in yeast; actives 1.8% (n = 410,000); TDP-43 expressing yeast growth rescue, BacTiter-Glo, 24 h; AID 652104; Potency, µM (highest dose often 46.1 µM), without a hit: at the highest dose growth rescue (activation), actives largely listed as activators; also: potency is read from the fitted curve at half-maximal effect; % of control where 0% means no effect; nearly all actives have a fitted effect of over 50% in size
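In this qHTS, compounds that restore growth of yeast expressing TDP-43 appear as activators. Cells (OD600=0.02, galactose medium, raffinose-pregrown) are incubated with compound 24 hr at 30 deg C and growth is quantified by BacTiter-Glo.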
aSyn rescue = inhibitors of alpha-synuclein toxicity in yeast; Yeast expressing alpha-synuclein, growth rescue, BacTiter-Glo, 24 h; Potency, µM (top dose mostly 46.1 µM), for inactives: at the top dose growth rescue (activation), actives largely listed as activators; actives 0.14% (n = 370,000); also: potency is read from the fitted curve at half-maximal effect; % of control where 0% means no effect; nearly all actives have a fitted effect of over 65% in size
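Readout is rescue of growth in alpha-synuclein-expressing yeast, so inhibitors of toxicity appear as activators. Growth after 24 hr at 30 deg C in galactose medium is quantified by luminescence.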
GLP-1R agonist = GLP-1 receptor (human) agonism | HEK293 GLP-1R CRE-luciferase, luminescence, 4-6 h; cells express a hypersensitive GLP-1R form | Potency, µM (titrated, usually from 45.6 µM), inactives show top-dose activation, actives largely listed as activators | actives 0.007% (n = 380,000) | AID 624172; also: potency is read from the fitted curve at half-maximal effect; % of control where 0% means no effect
Target sequence (P43220 whole entry, looked up): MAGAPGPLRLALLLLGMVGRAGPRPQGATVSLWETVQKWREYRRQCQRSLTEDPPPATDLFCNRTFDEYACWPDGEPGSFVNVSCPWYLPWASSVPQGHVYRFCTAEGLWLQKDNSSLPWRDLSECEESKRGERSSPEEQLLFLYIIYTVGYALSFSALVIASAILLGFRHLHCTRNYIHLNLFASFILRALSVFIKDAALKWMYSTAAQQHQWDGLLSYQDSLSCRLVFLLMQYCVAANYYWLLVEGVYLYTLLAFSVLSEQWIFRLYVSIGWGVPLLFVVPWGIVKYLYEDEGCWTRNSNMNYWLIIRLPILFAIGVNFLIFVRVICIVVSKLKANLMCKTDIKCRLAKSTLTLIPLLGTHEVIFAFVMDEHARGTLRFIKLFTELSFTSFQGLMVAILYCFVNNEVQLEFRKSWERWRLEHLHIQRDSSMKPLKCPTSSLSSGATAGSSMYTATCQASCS
Abeta rescue = compounds reversing amyloid beta toxicity in yeast; AID 1347071; Potency, µM (titrated, usually from 46.1 µM), without a hit: at the highest dose growth rescue, actives largely listed as activators; yeast expressing A-beta42, growth rescue, OD600, 48 h; response scale: 0% DMSO, 100% iron-clioquinol control; actives 0.063% (n = 410,000); also: potency is read from the fitted curve at half-maximal effect; nearly all actives have a fitted effect of over 55% in size
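Yeast A-beta toxicity model in growth medium with pinned compounds, 48 h at 30 C; growth read as absorbance at 600 nm. Normalized to FeCl3/clioquinol equimolar mix (positive) and DMSO (negative).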
FUS suppressor = FUS proteinopathy suppression in yeast; actives 0.24% (n = 390,000); Potency, µM (titrated, usually from 76.6 µM), for the others: at the top dose growth rescue (activation), usual class: activators; AID 1347120; S. cerevisiae FUS-expressing, growth rescue, OD600, 24 h;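 also: potency is read from the fitted curve at half-maximal effect; plate controls were DMSO vehicle for no effect and reference control for full effect; nearly all actives have a fitted effect of over 55% in size; some results filed as inactive show a strong effect at the top dose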
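Restored growth of FUS-toxic S. cerevisiae, read as 600 nm absorbance after 24 h at 30C in galactose medium (starting OD 0.005). Controls CP55940 and DMSO.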
GLP1R inv ag = acts as inverse agonist at human GLP-1 receptor. actives 1.6% (n = 410,000). Potency, µM (doses to about 38.3 µM), for inactives: top-dose activity change, negative = inhibition, most hits filed as inhibitors. HEK293 GLP-1R CRE-luciferase, luminescence, 24 h; GLP-1R form is constitutively active. AID 624417. P43220; also: potency is read from the fitted curve at half-maximal effect; % is scaled to controls: 0 for no effect and ±100 for the full control effect; nearly all actives have a fitted effect of over 55% in size
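Assay principle: reduced luminescence from a cAMP-responsive reporter in HEK293 cells co-expressing a constitutively active GLP-1R. Conditions: 24 hr compound incubation, 37 deg C, 5% CO2.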
Active calls of the source: *; [ ] = remark or other dose. Unless noted, calls follow the shape of the dose curve; as a rule, active = well fitted curve in the direction sought with a large enough effect; inconclusive = small, poorly fitted or top-dose-only effect, or another doubt; inactive = no such curve, though single readings can be large; an effect the other way counts as inactive or inconclusive.

COc1ccc(C(=O)NNC(=O)C(=O)NC(C)c2ccccc2)cc1OC (stereo not given) was read as pAkt inh inactive, D3 antag 7.9, PTHR1 ag -3.1%, TDP43 rescue 15.3%, aSyn rescue 4.2%, GLP-1R agonist 8.9%, Abeta rescue 3.2%, FUS suppressor 1.4% and GLP1R inv ag -15.3%.
`O=C1c2ccccc2C(=O)N1CSc1nnnn1-c1ccccc1` gave pAkt inh inactive, D3 antag -24.1, PTHR1 ag -33.7%, TDP43 rescue 0.0%, aSyn rescue 1.5%, GLP-1R agonist -3.4%, Abeta rescue 2.6%, FUS suppressor 7.6% and GLP1R inv ag 33.9%[activator].
Screening Cc1cc(C)nc(NS(=O)(=O)c2ccc(NC(=O)c3cc4c(=O)n5cccc(C)c5nc4n3C)cc2)n1 returned pAkt inh inactive, D3 antag -8.7, PTHR1 ag inactive, TDP43 rescue 2.4%, aSyn rescue 3.3%, GLP-1R agonist 6.8%, Abeta rescue -1.0%, FUS suppressor 7.0% and GLP1R inv ag 18.8%.
COC(=O)c1cc(NC(=O)C2(S(=O)(=O)c3ccc(C)cc3)CC2)cc(C(=O)OC)c1 was read as pAkt inh inactive, D3 antag 21.8, PTHR1 ag -16.6%, TDP43 rescue 11.1%, aSyn rescue -2.2%, GLP-1R agonist 21.4%, Abeta rescue -5.6% and GLP1R inv ag 23.8%.
`COc1ccc2nc3cc([N+](=O)[O-])ccc3c(NNc3ccc([N+](=O)[O-])cc3)c2c1` gave pAkt inh inactive, D3 antag -16.0, PTHR1 ag inactive, TDP43 rescue -24.3%, aSyn rescue -33.6%[inhibitor], GLP-1R agonist 0.1%, Abeta rescue -18.9% and GLP1R inv ag 0.4%.
`COc1ccc(-n2nnnc2SCC(N)=O)cc1` gave pAkt inh inactive, D3 antag 13.7, PTHR1 ag -10.9%[57.5 µM], TDP43 rescue 0.3%, aSyn rescue -5.2%, GLP-1R agonist -13.9%, Abeta rescue 2.3%, FUS suppressor 4.5% and GLP1R inv ag 2.6%.
For CCOc1cc(CNCCSc2nnnn2C)cc(Cl)c1OCc1ccc(Cl)cc1 the results were PTHR1 ag -17.7%, TDP43 rescue -25.3%, Abeta rescue -34.4%, FUS suppressor 34.6% and GLP1R inv ag inconclusive.
Screening CN(C)S(=O)(=O)c1cccc(NC(=O)CNC2CCCCC2)c1 returned pAkt inh inactive, D3 antag -12.5, PTHR1 ag inactive, TDP43 rescue 7.7%, aSyn rescue -7.7%, GLP-1R agonist -4.1%, Abeta rescue 0.0%, FUS suppressor -17.1% and GLP1R inv ag 8.5%.
CSc1cccc(NC(=O)C2CCCN(S(=O)(=O)c3ccc4c(c3)CCCN4C(C)=O)C2)c1 (stereo not given) was read as PTHR1 ag -91.9%[inhibitor], TDP43 rescue -3.5%, Abeta rescue 8.7%, FUS suppressor inconclusive and GLP1R inv ag -31.6%.
`C=CCOc1c(CNc2ccc3[nH]c(=O)[nH]c3c2)cccc1OC` gave pAkt inh inactive, D3 antag 7.3, PTHR1 ag inactive, TDP43 rescue 9.0%, aSyn rescue 4.5%, GLP-1R agonist 13.4%, Abeta rescue -9.5%, FUS suppressor 26.6% and GLP1R inv ag 34.8%.
For C=Cc1ccc(Cn2c(=O)n(CC3CCC(C(=O)NC(C)C)CC3)c(=O)c3sccc32)cc1 (stereo not given) the results were PTHR1 ag -4.0%, TDP43 rescue 19.1%, Abeta rescue 0.6%, FUS suppressor -24.9% and GLP1R inv ag 16.5%.
COc1ccc(C2CC(=O)C3=C(C2)NC(C)=C(C(=O)Nc2ccccc2C)C3c2coc3ccc(C)cc3c2=O)cc1OC (stereo not given) was read as pAkt inh inactive, D3 antag -20.3, PTHR1 ag inactive, TDP43 rescue inconclusive, aSyn rescue -0.9%, GLP-1R agonist 0.6%, Abeta rescue 18.2%, FUS suppressor inconclusive and GLP1R inv ag 0.0%.
Screening CCCCN(C(=O)c1oc2ccc(OCC)cc2c1C)c1c(N)n(CC(C)C)c(=O)[nH]c1=O returned pAkt inh inactive, D3 antag 2.0, PTHR1 ag inactive, TDP43 rescue -18.3%, aSyn rescue -4.6%, GLP-1R agonist -0.9%, Abeta rescue -16.0%, FUS suppressor 27.4% and GLP1R inv ag 9.0%.
Screening CC(=O)NS(=O)(=O)c1ccc(NC(=O)C(C)NS(=O)(=O)/C=C/c2ccccc2)cc1 (stereo not given) returned pAkt inh inactive, D3 antag 10.1, PTHR1 ag inactive, TDP43 rescue 9.6%, aSyn rescue -5.1%, GLP-1R agonist -6.9%, Abeta rescue -15.8%, FUS suppressor -7.8% and GLP1R inv ag 2.5%.
COc1ccc(CNC(=O)CCC(=O)N2CCSc3ccccc32)cc1 was read as PTHR1 ag 1.8%, TDP43 rescue -2.3%, Abeta rescue -8.0%, FUS suppressor -11.5% and GLP1R inv ag -6.3%.

Structures listed so far with an NH in an aromatic ring, in the order listed:
`C=CCOc1c(CNc2ccc3[nH]c(=O)[nH]c3c2)cccc1OC` gave pAkt inh inactive, D3 antag 7.3, PTHR1 ag inactive, TDP43 rescue 9.0%, aSyn rescue 4.5%, GLP-1R agonist 13.4%, Abeta rescue -9.5%, FUS suppressor 26.6% and GLP1R inv ag 34.8%.
Screening CCCCN(C(=O)c1oc2ccc(OCC)cc2c1C)c1c(N)n(CC(C)C)c(=O)[nH]c1=O returned pAkt inh inactive, D3 antag 2.0, PTHR1 ag inactive, TDP43 rescue -18.3%, aSyn rescue -4.6%, GLP-1R agonist -0.9%, Abeta rescue -16.0%, FUS suppressor 27.4% and GLP1R inv ag 9.0%.

(more compounds)
Screening CCC(=O)Nc1nc(C)c(Oc2ccccc2)c(=O)[nH]1 returned pAkt inh inactive, D3 antag 23.4, PTHR1 ag inconclusive, TDP43 rescue -6.2%, aSyn rescue -1.0%, GLP-1R agonist 11.2%, Abeta rescue -11.2%, FUS suppressor -12.9% and GLP1R inv ag -3.0%.
COc1ccc(S(=O)(=O)N2CCN(C(=O)C3COc4ccccc4O3)CC2)cc1 (stereo not given) was read as pAkt inh inactive, D3 antag 10.8, PTHR1 ag -59.1%[inhibitor], TDP43 rescue 18.6%, aSyn rescue -4.6%, GLP-1R agonist 3.1%, Abeta rescue 5.7%, FUS suppressor 15.2% and GLP1R inv ag -13.8%.
COc1ccc(-c2nc(NC(=O)C3CC(=O)N(Cc4ccco4)C3)sc2C)cc1 (stereo not given) was read as pAkt inh inactive, D3 antag -8.8, PTHR1 ag -52.7%[inhibitor], TDP43 rescue -5.4%, aSyn rescue 1.9%, GLP-1R agonist -1.0%, Abeta rescue -1.6%, FUS suppressor 40.7% and GLP1R inv ag inconclusive.
`Cc1ccc(C(=O)N2CCCC(C(F)(F)F)C2)cc1S(=O)(=O)N1CCOCC1` (stereo not given) gave pAkt inh inactive, D3 antag 0.5, PTHR1 ag -19.5%, TDP43 rescue 13.5%, aSyn rescue -2.3%, GLP-1R agonist 0.6%, Abeta rescue 0.5% and GLP1R inv ag 8.7%.
CNS(=O)(=O)c1cccc(C(=O)OCC(=O)NC2CCCC2)c1 was read as pAkt inh inactive, D3 antag 11.0, PTHR1 ag inactive, TDP43 rescue 10.9%, aSyn rescue 1.3%, GLP-1R agonist -4.1%, Abeta rescue 12.1%, FUS suppressor -14.2% and GLP1R inv ag 4.9%.
For O=C(Nc1ccc(O)c(-c2nc3ccccc3o2)c1)c1ccc(-c2cccc(Cl)c2)o1 the results were PTHR1 ag inactive, TDP43 rescue 23.1%, Abeta rescue -3.7%, FUS suppressor 3.1% and GLP1R inv ag 3.8%.
`Cc1noc(C)c1COc1ccccc1C(=O)N(C)CC(=O)Nc1ccc(F)c(F)c1F` gave pAkt inh inactive, D3 antag 1.2, PTHR1 ag -40.6%[inhibitor], TDP43 rescue 25.8%, aSyn rescue 1.5%, GLP-1R agonist 8.4%, Abeta rescue -2.9%, FUS suppressor 4.1% and GLP1R inv ag 11.4%.
`CC(C)(C)OC(=O)N1CCCN(C(=O)Nc2cccc(Cl)c2)CC1` gave pAkt inh inactive, D3 antag -17.0, PTHR1 ag inconclusive, TDP43 rescue -8.1%, aSyn rescue 11.6%, GLP-1R agonist -5.7%, Abeta rescue 12.7%, FUS suppressor 16.6% and GLP1R inv ag -27.7%.
For COCc1ccc(C(=O)NC2CCCc3c2cnn3-c2cc(C)cc(C)c2)s1 (stereo not given) the results were pAkt inh inactive, D3 antag 25.6, PTHR1 ag -34.7%[inhibitor], TDP43 rescue inconclusive, aSyn rescue 0.0%, GLP-1R agonist 6.0%, Abeta rescue -8.5%, FUS suppressor 31.5% and GLP1R inv ag 7.08µM*.
COCC(=O)N1CCC(Oc2ccc(C(=O)NCCCC3CCCC3)cc2)CC1 was read as pAkt inh inactive, D3 antag -11.4, PTHR1 ag -29.7%, TDP43 rescue -5.8%, aSyn rescue 0.9%, GLP-1R agonist 1.4%, Abeta rescue -16.0%, FUS suppressor 25.5% and GLP1R inv ag inconclusive.
Screening CCOc1ccc(NC(=O)NCC2CCN(Cc3ccc(F)cc3)CC2)cc1 returned pAkt inh inactive, D3 antag -20.1, PTHR1 ag inactive, TDP43 rescue 0.6%, aSyn rescue -0.2%, GLP-1R agonist -2.0%, Abeta rescue 0.8%, FUS suppressor -0.5% and GLP1R inv ag -10.0%.
For COc1cc(OC)cc(-c2cc3ccc(OC)cc3cn2)c1 the results were pAkt inh inactive, D3 antag -9.5, PTHR1 ag -86.8%[inhibitor], TDP43 rescue 5.5%, aSyn rescue -23.2%, GLP-1R agonist 14.4%, Abeta rescue -23.3%, FUS suppressor 30.1% and GLP1R inv ag inconclusive.
Screening CCc1ccccc1NC(=O)/C(=C/c1ccccc1)c1ccccc1 returned pAkt inh inactive, D3 antag -15.5, PTHR1 ag inactive, TDP43 rescue -2.9%, aSyn rescue -9.7%, GLP-1R agonist 0.3%, Abeta rescue -13.9%, FUS suppressor 35.0% and GLP1R inv ag 11.2µM*.

Some of the compounds tested; count on the stated rates, not on these rows.
